Screening results (PubChem)
FID counter: counter-screen for HCV NS3 helicase inhibitors: DNA intercalator displacement; DNA fluorescent intercalator displacement, fluorescence; inhibition, % at 7.9 µM; hit rate 0.17% among 290,000; in the data active means inhibition above about 37%;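 further: 0% = vehicle and 100% = reference compound; higher means more ethidium bromide displaced from hairpin DNA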
VIM-2 inh: inhibitors of Pseudomonas aeruginosa VIM-2 metallo-beta-lactamase | purified VIM-2, nitrocefin hydrolysis, epi-absorbance fluorescence | inhibition, % at 5.6 µM | hit rate 0.89% among 290,000;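 active means inhibition above the mean of all tested compounds plus 3 SD, cutoff set per screening run, cut at about 7.5% in these data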;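 further: red hydrolysis product quenches plate fluorescence so inhibitors raise well fluorescence; 0% = enzyme with DMSO and 100% = DMSO without enzyme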
GPR7 antag: blocks human GPR7 receptor signaling | inhibition, % at 4.4 µM | hit rate 1.1% among 290,000 | P48145 | AID 1861 | GPR7-expressing cells, fluorescence antagonist assay; in the data active means inhibition above about 16%, passing the limit was not always enough;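 further: cells stimulated with the agonist NPW; 0% = agonist with vehicle and 100% = vehicle without agonist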
Target sequence (P48145 whole entry, looked up): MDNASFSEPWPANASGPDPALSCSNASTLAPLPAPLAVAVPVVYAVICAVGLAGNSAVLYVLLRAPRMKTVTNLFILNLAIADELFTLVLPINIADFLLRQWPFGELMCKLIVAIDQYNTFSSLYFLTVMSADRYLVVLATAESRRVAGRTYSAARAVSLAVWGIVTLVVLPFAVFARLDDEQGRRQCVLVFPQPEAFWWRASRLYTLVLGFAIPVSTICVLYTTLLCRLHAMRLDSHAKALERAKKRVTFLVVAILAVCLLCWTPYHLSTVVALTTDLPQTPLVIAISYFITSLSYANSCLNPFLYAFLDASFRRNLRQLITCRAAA
V1R ag counter: counter-screen for oxytocin receptor agonists: human V1a receptor agonists. P37288. CHO-V1R cells, Fluo-8 calcium fluorescence, agonist mode; 0% DMSO, 100% 3 nM vasopressin. activation, % at 3 µM. hit rate 0.25% among 320,000. AID 2797;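 active means activation above the mean activation of all tested compounds plus 3 SD, per screening run, cut at about 20% in these data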;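 further: signal is peak over basal fluorescence ratio across a 100 second FLIPR read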
Target sequence (P37288 whole entry, looked up): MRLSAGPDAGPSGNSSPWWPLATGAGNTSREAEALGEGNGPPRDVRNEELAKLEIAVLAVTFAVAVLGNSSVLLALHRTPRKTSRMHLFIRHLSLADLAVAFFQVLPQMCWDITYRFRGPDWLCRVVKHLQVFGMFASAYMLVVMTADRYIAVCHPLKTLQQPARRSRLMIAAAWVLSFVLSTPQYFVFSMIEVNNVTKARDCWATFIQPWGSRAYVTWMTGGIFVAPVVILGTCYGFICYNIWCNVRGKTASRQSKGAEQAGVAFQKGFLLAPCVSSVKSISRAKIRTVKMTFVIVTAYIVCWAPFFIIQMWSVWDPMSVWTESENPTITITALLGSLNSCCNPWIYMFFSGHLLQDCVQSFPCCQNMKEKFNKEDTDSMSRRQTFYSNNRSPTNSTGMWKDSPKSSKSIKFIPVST
IMP-1 inh: blocks Pseudomonas aeruginosa IMP-1 metallo-beta-lactamase. purified IMP-1, nitrocefin hydrolysis, epi-absorbance fluorescence. inhibition, % at 5.6 µM. hit rate 0.45% among 290,000;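 active means inhibition above the mean plus 3 SD of all compounds in the same screening run, cut at about 4.5% in these data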;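 further: 0% = IMP-1 with DMSO and 100% = DMSO wells lacking enzyme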
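Assay system: purified IMP-1; Quantity: IMP-1 0.2 nM before substrate addition; Medium: HEPES buffer pH 7.1 with ZnSO4 and Brij 35; Incubation: 15 min enzyme–compound preincubation, then 25 min nitrocefin reaction, 25 °C; Signal: fluorescence quenching readout, ex 480/em 530 nm; Controls: DMSO with and without IMP-1; Repeats: singlicate testing.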
GalR3 antag: human GalR3 antagonism; HEK293 GalR3-CNG cAMP membrane potential fluorescence; galR3 body fused to GalR1 C-terminus; inhibition, % at 3 µM; hit rate 0.44% among 360,000; O60755; AID 651719;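 active means inhibition above the screen-wide average plus 3 SD, cut at about 13% in these data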;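 further: forskolin and galanin both at EC90 stimulate the cells; cAMP rise reported by CNG channel membrane potential dye signal; 0% = forskolin plus galanin with DMSO and 100% = forskolin alone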
OXTR agonist: activates the human oxytocin receptor | P30559 | CHO-OTR cells, Fluo-8 calcium fluorescence; normalized: DMSO 0%, oxytocin 100% | activation, % at 3 µM | hit rate 0.32% among 320,000;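 active means activation above the mean of all tested compounds plus 3 SD, cutoff set per screening run, cut at about 20% in these data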;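 further: peak over basal fluorescence ratio from a 100 s FLIPR kinetic read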
PHOSPHO1 inh: inhibitors of human PHOSPHO1 phosphatase | recombinant PHOSPHO1, absorbance phosphatase assay | inhibition, % at 13.3 µM | hit rate 1.1% among 290,000; in the data active means inhibition above about 60%
Target sequence (Q8TCT1 whole entry, looked up): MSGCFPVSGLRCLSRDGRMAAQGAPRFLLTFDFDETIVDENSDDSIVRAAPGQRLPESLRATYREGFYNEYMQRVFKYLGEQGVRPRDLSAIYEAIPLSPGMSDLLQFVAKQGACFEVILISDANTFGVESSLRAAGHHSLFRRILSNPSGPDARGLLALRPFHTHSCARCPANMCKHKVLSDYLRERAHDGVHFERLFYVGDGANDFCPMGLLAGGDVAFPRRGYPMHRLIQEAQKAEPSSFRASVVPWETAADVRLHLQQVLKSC
HCV NS3 hel inh: inhibitors of Hepatitis C virus NS3 helicase. NS3 helicase DNA unwinding, Cy5 molecular beacon fluorescence. inhibition, % at 10.9 µM. hit rate 0.56% among 290,000. AID 1800;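 active means inhibition above the mean of all tested compounds plus 3 SD, set per campaign, cut at about 35% in these data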;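 further: 0% = DMSO wells and 100% = thioflavine S control wells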
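test system = hepatitis C virus NS3 helicase domain fragment enzyme | reagent = annealed dual-labelled DNA beacon duplex, ATP-started | times = 1 h at 25 °C | detection = Cy5 fluorescence, 0 and 60 min reads | read-out basis = percent inhibition from t60/t0 fluorescence ratio | control set = DMSO and thioflavine S | replication = one well per compound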
An asterisk follows results filed as active; . = no result given. The order is random (roughly 4.3% active in at least one column).

SMILES	FID counter	VIM-2 inh	GPR7 antag	V1R ag counter	IMP-1 inh	GalR3 antag	OXTR agonist	PHOSPHO1 inh	HCV NS3 hel inh
COc1cc2c3nnc(-c4ccc(F)cc4)c-3cn(Cc3cccc(F)c3)c2cc1OC	5	-4.0	-3	1.1	-3.6	.	0.3	51	-35
CCOC(=O)CN1C2=NCCN2c2ccccc21	1	-3.7	10	1.2	-1.9	2	-0.9	-11	-7
COc1ccc(CCNC(=O)c2cc3c(=O)n4cccc(C)c4nc3n(CCCN3CCOCC3)c2=N)cc1	54*	7.8*	-8	0.6	-3.3	-8	0.2	20	-19
O=C(NCc1ccccc1)C1CCCN1S(=O)(=O)c1cccc2cccnc12 (stereo unspecified)	-17	0.4	-2	0.6	-4.3	-2	0.7	-14	7
COc1ccc(C=O)cc1CN1C(=O)c2ccccc2C1=O	-3	-0.8	0	0.3	-2.4	-14	0.1	34	1
CC(=O)Nc1cc(N=Cc2ccc(O)cc2O)c(Cl)cc1Cl	-3	-3.8	-5	0.8	-2.1	.	-0.2	9	5
NS(=O)(=O)c1ccc(CNC(=O)CSc2ccccc2)cc1	-1	-2.3	-5	-0.2	-2.2	-5	-0.7	8	-1
CCN(CCCNC(=O)c1cc2c(-c3cccc(OC)c3)nn(C)c2s1)Cc1ccccc1	22	5.9	15	1.0	-1.0	-10	4.1	2	-91
CSCc1cc(N(C)C)nc(SCc2ccc(Cl)c(Cl)c2)n1	-14	-1.8	-12	0.2	-1.2	-5	-1.1	53	-8
O=C(NC(=S)N1CCN(c2ccc([N+](=O)[O-])cc2)CC1)c1ccc(F)cc1	2	-0.2	19	8.2	-5.1	-5	8.1	-34	1
CCOC(=O)C1(CC2CCCCO2)CCN(C(=O)Nc2ccc(SC)cc2)CC1 (stereo unspecified)	-32	-2.2	-14	0.6	-3.5	-2	-1.1	24	4
CCCCN(CCCC)C(=O)c1nsnc1-c1ccccc1O	-23	-1.8	-14	0.3	-4.8	-6	-2.8	-20	-5
Cc1cccc(-c2nc3c(c(SCC(=O)N4CCOCC4)n2)Cc2c(CO)cnc(C)c2O3)c1	-44	2.7	-9	-0.6	0.7	.	-1.1	40	23
Cn1c(SCc2ccccc2[N+](=O)[O-])nnc1-c1cccnc1	-3	-0.4	-9	-0.8	-0.5	-7	-1.0	-4	1
COc1ccc(-n2nnnc2S(=O)(=O)CC(=O)N2CCCCC2)cc1	-7	-2.3	5	0.1	-2.3	4	-0.7	-9	-12
O=C(NCCCn1ccnc1)/C(=C\c1cccs1)NC(=O)c1ccco1	-1	-0.8	3	-0.3	-1.7	-3	-0.3	6	4
CN(C)/C=C(\C(=O)c1ccc(Cl)cc1)c1nnnn1-c1ccc(Cl)cc1	-29	-3.8	-8	0.3	-4.1	4	-0.8	.	9
CCN(CC)S(=O)(=O)c1cccc(NC(=O)c2ccc(-n3nc(C)cc3C)cc2)c1	-21	0.5	-7	8.8	-0.8	-12	2.7	-24	-8
CC(/C=N/n1cnnc1)=C\c1ccco1	-3	-4.3	-5	1.5	-3.4	-3	2.1	-8	10
O=C(CCl)Nc1ccccc1C(=O)Nc1ccc2c(c1)OCO2	0	-2.7	-12	0.2	-2.8	-5	-0.3	40	3
O=C(COC(=O)C1CCC(=O)N1)Nc1ccccc1Br (stereo unspecified)	3	-1.5	-11	1.0	-5.6	7	0.1	37	4
O=C(CSc1ncnc2c1oc1ccccc12)NC1CCCCC1	-2	0.5	-11	1.5	-3.7	1	0.1	7	-2
O=C(COC(=O)/C=C/c1ccccc1Cl)NC(=O)Cc1ccccc1	-3	-2.7	-4	0.0	-3.0	-1	-1.1	18	4
Cc1ncc(C(=O)O)c(C(=O)O)c1N	1	-2.6	3	0.7	-1.1	-9	-0.9	1	-4
O=C(CCC(=O)N1CCN(S(=O)(=O)c2ccc(Cl)cc2)CC1)NCc1ccccc1	-12	0.5	-1	1.6	-2.4	-2	2.0	-6	3
O=C(CSc1ncccc1-c1nc2ccccc2[nH]1)NCc1ccco1	-3	-3.0	-4	-0.6	-1.8	-4	-0.5	61*	12
CC(C)OCCCN1CC(=O)N2[C@@H](Cc3c([nH]c4ccccc34)C2(C)C)C1=O	-34	-3.2	-20	1.5	-1.6	-9	-0.7	44	-11
C[C@]12CC[C@@H]3c4ccc(O)cc4CC[C@H]3[C@@H]1C[C@@H](O)[C@@H]2O	0	-4.0	-11	3.5	-2.3	.	5.0	8	-1
COc1ccccc1OCC#CCSc1ncccn1	-3	-3.5	7	0.1	-2.7	-3	-0.5	16	-2
Cc1csc(/C(C#N)=N/O)n1	1	-1.3	2	0.9	-2.2	-5	0.5	7	-4
COc1ccc(S(=O)(=O)N2CCCCCC2)cc1Br	0	-5.7	4	.	-2.1	-2	.	21	0
CC1CCCCC1NC(=S)Nc1ccc(SC(F)F)cc1 (stereo unspecified)	-7	-5.9	5	6.2	0.4	-4	11	-1	3
Cc1cc(C)c(C#N)c(SCc2c(F)cccc2[N+](=O)[O-])n1	2	-0.5	-2	-0.6	-2.1	-1	-1.8	0	1
CC1Cc2ccccc2N1C(=O)CSc1ccccc1 (stereo unspecified)	-10	-0.5	1	-1.6	-0.5	-8	-1.7	7	-3
CC1CCCN(C(=O)Cn2nnc(-c3ccc(F)cc3)n2)C1 (stereo unspecified)	-19	-3.3	-14	1.2	-4.0	0	0.3	6	8
O=C(NNc1nc2ccccc2s1)Nc1ccc(Cl)c(Cl)c1	1	-4.7	-2	0.4	-3.7	-7	-1.1	0	3
COC(=O)C1C(O)=C(C=Nc2ccc3ccccc3c2)C(=O)CC1(C)C (stereo unspecified)	-24	-2.3	3	0.0	-2.8	-6	-1.4	36	-13
CC(C)NC(=O)NC(=O)COc1c(F)c(F)cc(F)c1F	3	-1.3	-9	-1.0	-4.8	-1	-1.2	22	-19
Cc1cc(OCc2cc(C(=O)N(C)C3CCOC3)no2)cc(C)c1Cl (stereo unspecified)	-42	-0.8	12	6.4	-2.1	-8	7.1	-35	-8
COc1ccccc1/C(O)=C(\C#N)c1nc2ccccc2[nH]1	-3	-3.8	-4	-0.7	-4.2	-4	-1.1	16	-2

The final four entries of the part before open the next one:
SMILES	FID counter	VIM-2 inh	GPR7 antag	V1R ag counter	IMP-1 inh	GalR3 antag	OXTR agonist	PHOSPHO1 inh	HCV NS3 hel inh
COC(=O)C1C(O)=C(C=Nc2ccc3ccccc3c2)C(=O)CC1(C)C (stereo unspecified)	-24	-2.3	3	0.0	-2.8	-6	-1.4	36	-13
CC(C)NC(=O)NC(=O)COc1c(F)c(F)cc(F)c1F	3	-1.3	-9	-1.0	-4.8	-1	-1.2	22	-19
Cc1cc(OCc2cc(C(=O)N(C)C3CCOC3)no2)cc(C)c1Cl (stereo unspecified)	-42	-0.8	12	6.4	-2.1	-8	7.1	-35	-8
COc1ccccc1/C(O)=C(\C#N)c1nc2ccccc2[nH]1	-3	-3.8	-4	-0.7	-4.2	-4	-1.1	16	-2
CCN(CC)CCCN(Cc1cc2ccc(C)c(C)c2[nH]c1=O)C(=O)NC1CCCCC1	14	1.9	9	0.8	-0.6	-7	0.4	12	-12
CC(NCC(O)COc1ccc(Br)cc1)c1ccccc1 (stereo unspecified)	15	0.7	9	5.2	-3.6	-11	6.8	18	-23
COc1ccc(-c2c(C(=O)O)nc3ccccc3c2C(=O)O)cc1	-1	-3.0	0	-0.2	-3.8	-7	1.6	22	3
Cc1occc1C(=O)NNC(=O)c1nn(C)c(=O)c2ccccc12	0	-2.4	3	0.1	-1.8	-4	-0.5	46	6
CCOC(=O)CC1C(=O)NCCN1C(=O)c1ccc(Cl)cc1Cl (stereo unspecified)	-8	-1.3	-4	1.3	-6.3	-1	0.5	6	0
COc1ccc(C2C(C#N)=C(N)Oc3n[nH]c(-c4ccccn4)c32)c(OC)c1OC (stereo unspecified)	-4	-1.6	-2	0.2	-1.8	-1	0.1	9	1
CCc1ccc(NC(=O)CSc2ccc(-c3cccnc3)nn2)cc1	-16	-0.3	5	1.4	0.5	-1	-0.5	48	1
CCOc1ccc(NC(=O)CC2C(=O)N(c3cccc(OC)c3)C(=O)N2CCOC)cc1 (stereo unspecified)	-12	-3.5	-6	2.1	-2.8	-2	1.1	8	2
CCCc1cc(=O)oc2cc(C)cc(OCC(=O)O)c12	-6	-1.8	-3	0.7	-1.9	1	-0.1	-11	2
O=C(N/N=C/C=C\c1ccco1)c1cccnc1	1	-4.0	-7	1.8	-2.5	2	0.0	13	9
COc1cc(O)c(C(CC(=O)N2CCN(c3ccccc3)CC2)c2cc(OC)c(OC)c(OC)c2)c(OC)c1 (stereo unspecified)	.	.	.	0.8	.	-3	-0.1	9	.
COc1ccccc1NC(=S)NNC(=O)c1nn(C)c(C)c1Br	-6	-2.2	-14	0.1	-3.2	0	0.8	-16	-1
NC(=O)c1cccnc1Oc1cccc(Cl)c1	-2	-2.2	-10	0.7	-1.7	-4	-0.1	1	-5
CCCCc1nc(SCC(=O)N2CCCC2)c2c(=O)n(C)c(=O)n(C)c2n1	-47	2.4	-7	0.1	-0.1	-5	-0.6	53	-6
CSc1ccc(-c2ccco2)nn1	0	-2.0	1	-0.3	-2.9	-4	-1.0	30	6
CCOC(=O)/C(=C/c1c2ccccc2cc2ccccc12)NC(=O)c1ccccc1	-21	0.3	-20	0.3	-0.6	4	-1.4	27	-15
Fc1ccc(-c2nnc(N3CCOCC3)c3ccccc23)cc1F	-28	-1.1	-14	0.2	-1.1	-6	-0.5	15	-8
CCOc1ccc(C(=O)c2ccncc2)cc1	-3	1.7	-7	-0.4	-0.7	-7	-0.9	-14	8
COc1ccc2nc3oc(C(=O)Nc4ccc(OC)c(OC)c4)cc3cc2c1	-15	-4.0	-1	0.2	-3.4	-5	0.5	-5	0
NC(=O)c1ccc(NC(=O)CN2C(=O)NC(c3ccccc3)(c3ccccc3)C2=O)cc1	-12	0.4	-20	0.8	-2.2	1	-0.2	20	2

Two entries from above, in markdown.
| SMILES | FID counter | VIM-2 inh | GPR7 antag | V1R ag counter | IMP-1 inh | GalR3 antag | OXTR agonist | PHOSPHO1 inh | HCV NS3 hel inh |
| --- | --- | --- | --- | --- | --- | --- | --- | --- | --- |
| CCOc1ccc(NC(=O)CC2C(=O)N(c3cccc(OC)c3)C(=O)N2CCOC)cc1 (stereo unspecified) | -12 | -3.5 | -6 | 2.1 | -2.8 | -2 | 1.1 | 8 | 2 |
| CCCc1cc(=O)oc2cc(C)cc(OCC(=O)O)c12 | -6 | -1.8 | -3 | 0.7 | -1.9 | 1 | -0.1 | -11 | 2 |

Full records as entered above. Order of values: FID counter	VIM-2 inh	GPR7 antag	V1R ag counter	IMP-1 inh	GalR3 antag	OXTR agonist	PHOSPHO1 inh	HCV NS3 hel inh
Results for C[C@]12CC[C@@H]3c4ccc(O)cc4CC[C@H]3[C@@H]1C[C@@H](O)[C@@H]2O : 0	-4.0	-11	3.5	-2.3	.	5.0	8	-1
Results for Cc1cc(OCc2cc(C(=O)N(C)C3CCOC3)no2)cc(C)c1Cl (stereo unspecified) : -42	-0.8	12	6.4	-2.1	-8	7.1	-35	-8
